MsrA inh – inhibitors of bovine MsrA; actives 0.75% (n = 360,000); purified bovine MsrA, absorbance read-out; inhibition, % at 15.5 µM; in the data active = inhibition above about 4.5%;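 also: 0% = vehicle wells with enzyme and 100% = reference inhibitor wells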
PABP1 MLLE inh – blocks PAM2 peptide binding to the PABP1 MLLE domain. GST-MLLE / FITC-PAM2 fluorescence polarization. inhibition, % at 20 µM. actives 0.36% (n = 360,000). AID 588489; in the data active = inhibition above about 35%, passing the limit was not always enough;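 also: plate controls were DMSO wells with GST-MLLE for no effect and wells lacking GST-MLLE protein for full effect; some results filed as inactive read as strong as hits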
Rin1-Abl PPI inh – blocks binding of human Rin1 to Abl; P00519+Q13671; inhibition, % at 7.35 µM; actives 0.4% (n = 360,000); TR-FRET Rin1/Abl binding, biochemical; in the data active = inhibition above about 5%, passing the limit was not always enough
bovine MsrA act – activates bovine MsrA enzyme; purified bovine MsrA, absorbance read-out; activation, % at 10.6 µM; actives 0.3% (n = 360,000); AID 602163; in the data active = activation above about 7.5%;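 also: 0% = vehicle and 100% = reference activator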
eLon inh – inhibitors of E. coli Lon protease; P0A9M0; purified E. coli Lon protease, fluorescence polarization; inhibition, % at 7.94 µM; actives 0.42% (n = 360,000); AID 602123; in the data active = inhibition above about 13%, passing the limit was not always enough;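 also: 0% = enzyme with probe and DMSO and 100% = no enzyme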
Tb MetRS inh – Trypanosoma brucei MetRS inhibition. purified T. brucei MetRS, ATP depletion, Kinase-Glo luminescence. inhibition, % at 11.9 µM. actives 0.4% (n = 360,000);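 active = inhibition above a per-plate cutoff of the control wells' mean inhibition plus 3 SD, cut at about 5.5% in these data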;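 also: 0% = DMSO wells median and 100% = median of wells with control inhibitor compound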
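System: purified T. brucei MetRS enzyme / Detection: Kinase-Glo luciferase luminescence reporting remaining unconsumed ATP / Medium: HEPES buffer with MgCl2, KCl, DTT, spermine, BSA, pyrophosphatase / Replication: singlicate, one well per compound / Evaluation: percent inhibition relative to median high and low control wells / Schedule: 2 h aminoacylation at 25 °C after 15 min preincubation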
CSN inh – blocks human CSN-mediated cullin deneddylation; Q92905; Purified CSN, SCF-Nedd8-OG deneddylation, fluorescence polarization; inhibition, % at 12.5 µM; actives 0.38% (n = 360,000); AID 651999;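 active = pattern-corrected inhibition above about 35%, with an unprinted fluorescence ratio check between 0.5 and 1.5, limit read from the data, passing the limit was not always enough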;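 also: 0% = enzyme with substrate and 100% = substrate without enzyme; some results filed as inactive read as strong as hits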
Target sequence (Q92905 whole entry, looked up, one chain of several): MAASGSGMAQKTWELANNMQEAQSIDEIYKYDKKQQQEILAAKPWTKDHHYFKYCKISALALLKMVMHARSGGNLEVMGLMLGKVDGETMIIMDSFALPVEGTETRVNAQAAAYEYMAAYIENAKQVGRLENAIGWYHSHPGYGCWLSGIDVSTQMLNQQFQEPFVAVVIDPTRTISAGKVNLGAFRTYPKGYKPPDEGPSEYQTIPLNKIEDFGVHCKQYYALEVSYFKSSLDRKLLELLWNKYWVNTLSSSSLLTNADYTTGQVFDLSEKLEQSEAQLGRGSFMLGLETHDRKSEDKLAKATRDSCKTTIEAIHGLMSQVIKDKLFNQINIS
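Detection – fluorescence polarization · System – HEK293T-derived human Csn5 enzyme · Controls – substrate-only high control, full reaction low control · Timing – 90 min, room temperature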
Neddylation inh – blocks human cullin neddylation. TR-FRET cullin neddylation, biochemical. calls only at 25 µM. actives 0.58% (n = 360,000); in the data active = inhibition above about 36%
Target sequence (P61081 whole entry, looked up): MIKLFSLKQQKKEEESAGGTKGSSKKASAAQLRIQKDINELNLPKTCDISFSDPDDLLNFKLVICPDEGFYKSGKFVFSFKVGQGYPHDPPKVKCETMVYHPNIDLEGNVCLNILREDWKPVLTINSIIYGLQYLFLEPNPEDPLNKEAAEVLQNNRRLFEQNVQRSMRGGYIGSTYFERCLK
Target sequence (Q13564 whole entry, looked up): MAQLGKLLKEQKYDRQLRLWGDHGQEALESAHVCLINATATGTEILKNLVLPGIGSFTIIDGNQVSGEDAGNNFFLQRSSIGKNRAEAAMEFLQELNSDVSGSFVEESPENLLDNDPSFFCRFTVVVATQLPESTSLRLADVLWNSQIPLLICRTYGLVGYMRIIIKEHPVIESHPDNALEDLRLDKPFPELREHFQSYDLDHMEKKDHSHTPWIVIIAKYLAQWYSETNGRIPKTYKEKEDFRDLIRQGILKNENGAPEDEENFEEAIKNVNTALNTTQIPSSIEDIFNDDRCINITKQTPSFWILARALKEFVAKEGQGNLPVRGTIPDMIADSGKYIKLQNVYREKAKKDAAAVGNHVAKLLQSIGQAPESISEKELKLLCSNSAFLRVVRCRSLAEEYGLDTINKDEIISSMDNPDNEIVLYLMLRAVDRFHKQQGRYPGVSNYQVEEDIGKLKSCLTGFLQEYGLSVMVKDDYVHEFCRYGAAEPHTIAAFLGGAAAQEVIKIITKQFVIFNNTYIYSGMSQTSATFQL
FAS-TE inh – inhibitors of human fatty acid synthase thioesterase domain; P49327; inhibition, % at 15 µM; actives 0.67% (n = 360,000); recombinant FAS-TE, OMFH fluorogenic substrate, fluorescence endpoint;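 active = compounds whose normalised, plate-corrected inhibition of enzyme fluorescence in the single-dose primary screen is 50% or more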;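 also: 0% = DMSO with enzyme and 100% = substrate without enzyme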
* marks the source's active call; other numbers are inactive results.

The opening three entries, to show the layout:
`CC(=C/C(=O)O)/C=C/c1ccco1` gave MsrA inh 2.2, PABP1 MLLE inh 28, Rin1-Abl PPI inh -3, bovine MsrA act -8, eLon inh 0, Tb MetRS inh -1.2, CSN inh 1, Neddylation inh inactive and FAS-TE inh -13.
COc1ccc(OC)c(C2=NS(=O)(=O)N(C)C(C(=O)Nc3ccc(C(C)=O)cc3)=C2)c1 was read as MsrA inh 0.7, PABP1 MLLE inh 6, Rin1-Abl PPI inh 2, bovine MsrA act -2, eLon inh 3, Tb MetRS inh 0.1, CSN inh 2, Neddylation inh inactive and FAS-TE inh 10.
Cc1nnc(NC(=O)CSc2nccn2-c2cccc(C)c2C)s1 was read as MsrA inh -0.4, PABP1 MLLE inh -1, Rin1-Abl PPI inh 1, bovine MsrA act -5, eLon inh 6, Tb MetRS inh 0.0, CSN inh 1, Neddylation inh inactive and FAS-TE inh -6.

Main list, previewed entries included:
`CC(=C/C(=O)O)/C=C/c1ccco1` gave MsrA inh 2.2, PABP1 MLLE inh 28, Rin1-Abl PPI inh -3, bovine MsrA act -8, eLon inh 0, Tb MetRS inh -1.2, CSN inh 1, Neddylation inh inactive and FAS-TE inh -13.
COc1ccc(OC)c(C2=NS(=O)(=O)N(C)C(C(=O)Nc3ccc(C(C)=O)cc3)=C2)c1 was read as MsrA inh 0.7, PABP1 MLLE inh 6, Rin1-Abl PPI inh 2, bovine MsrA act -2, eLon inh 3, Tb MetRS inh 0.1, CSN inh 2, Neddylation inh inactive and FAS-TE inh 10.
Cc1nnc(NC(=O)CSc2nccn2-c2cccc(C)c2C)s1 was read as MsrA inh -0.4, PABP1 MLLE inh -1, Rin1-Abl PPI inh 1, bovine MsrA act -5, eLon inh 6, Tb MetRS inh 0.0, CSN inh 1, Neddylation inh inactive and FAS-TE inh -6.
`CC(C)Cn1c(CCCNC(=O)c2ccco2)nc2ccccc21` gave MsrA inh 0.3, PABP1 MLLE inh 11, Rin1-Abl PPI inh 1, bovine MsrA act -2, eLon inh -7, Tb MetRS inh -0.3, CSN inh -2, Neddylation inh inactive and FAS-TE inh -2.
For COc1ccc(S(=O)(=O)N2CCC(C(=O)NCCC(=O)Nc3nccs3)CC2)cc1 the results were MsrA inh 0.6, PABP1 MLLE inh 7, Rin1-Abl PPI inh -2, bovine MsrA act -3, eLon inh 3, Tb MetRS inh 0.3, CSN inh 1, Neddylation inh inactive and FAS-TE inh -6.
Screening COc1cccc(C(C2=C(O)CC(C)(C)CC2=O)C2C(=O)CC(C)(C)CC2=O)c1 (centres undefined) returned MsrA inh 2.8, PABP1 MLLE inh 15, Rin1-Abl PPI inh 1, bovine MsrA act -7, eLon inh -13, Tb MetRS inh -0.4, CSN inh 3, Neddylation inh inactive and FAS-TE inh -13.
For O=C(NC(=S)N1CCN(C2CCCCC2)CC1)c1ccccc1 the results were MsrA inh 0.5, PABP1 MLLE inh -25, Rin1-Abl PPI inh -2, bovine MsrA act -2, eLon inh 1, Tb MetRS inh -0.6, CSN inh 6, Neddylation inh inactive and FAS-TE inh -4.
CC1=C(C#N)C(=O)NC(=O)/C1=C/c1ccc(-c2ccc(S(N)(=O)=O)cc2)o1 was read as MsrA inh -0.4, PABP1 MLLE inh -3, Rin1-Abl PPI inh -4, bovine MsrA act -7, eLon inh -26, Tb MetRS inh -0.1, CSN inh 28, Neddylation inh inactive and FAS-TE inh -5.
Cn1c(=O)c(C(=O)Nc2ccccn2)c(O)c2ccccc21 was read as MsrA inh -0.6, PABP1 MLLE inh 10, Rin1-Abl PPI inh -1, bovine MsrA act -3, eLon inh 10, Tb MetRS inh -0.1, CSN inh 2, Neddylation inh inactive and FAS-TE inh 3.
For Clc1cccc(CON/C=N/c2ncnc3sccc23)c1 the results were MsrA inh 0.1, PABP1 MLLE inh 1, Rin1-Abl PPI inh 2, bovine MsrA act 2, eLon inh 2, Tb MetRS inh 0.1, CSN inh -5, Neddylation inh inactive and FAS-TE inh 16.
Screening Cc1cc(NC(=O)c2ccc(C)c(C)c2)no1 returned MsrA inh -1.1, PABP1 MLLE inh -6, Rin1-Abl PPI inh 0, bovine MsrA act 1, eLon inh 0, Tb MetRS inh 0.5, CSN inh -5, Neddylation inh inactive and FAS-TE inh -8.
`CC(=O)Nc1ccc(S(=O)(=O)Nc2cccc3cccnc23)cc1` gave MsrA inh 0.4, PABP1 MLLE inh 8, Rin1-Abl PPI inh 2, bovine MsrA act -1, eLon inh 15, Tb MetRS inh -0.4, CSN inh -1, Neddylation inh active and FAS-TE inh -4.
COc1ccncc1-c1csc(C(O)c2ccccc2)n1 (centres undefined) was read as MsrA inh -0.2, PABP1 MLLE inh -8, Rin1-Abl PPI inh -2, bovine MsrA act -3, eLon inh -12, Tb MetRS inh -0.2, CSN inh -3, Neddylation inh inactive and FAS-TE inh -6.
CCN(CC)Cc1c(C(=O)N/N=C/c2ccc(OCc3ccccc3C)cc2)nnn1-c1nonc1N was read as MsrA inh -0.6, PABP1 MLLE inh -8, Rin1-Abl PPI inh -4, bovine MsrA act -1, eLon inh -7, Tb MetRS inh -0.1, CSN inh -1, Neddylation inh inactive and FAS-TE inh 25.
`O=C(CNC(=O)c1cccs1)N/N=C/c1c[nH]c2ccccc12` gave MsrA inh 1.2, PABP1 MLLE inh 2, Rin1-Abl PPI inh 4, bovine MsrA act -3, eLon inh -6, Tb MetRS inh 0.6, CSN inh 3, Neddylation inh inactive and FAS-TE inh 0.
Screening C/C(=N/OC(=O)c1cccc(C(F)(F)F)c1)c1cnccn1 returned MsrA inh -0.3, PABP1 MLLE inh -5, Rin1-Abl PPI inh -1, bovine MsrA act -1, eLon inh -10, Tb MetRS inh -0.3, CSN inh 3, Neddylation inh inactive and FAS-TE inh -2.
`CCCSC1=NN2CCCC(=O)N=C2S1` gave MsrA inh 0.6, PABP1 MLLE inh 2, Rin1-Abl PPI inh -1, bovine MsrA act -2, eLon inh 3, Tb MetRS inh 0.0, CSN inh 12, Neddylation inh inactive and FAS-TE inh -2.
C/C(Cl)=C/Cn1c(N2CCCC2)nc2c1c(=O)[nH]c(=O)n2C was read as MsrA inh -0.9, PABP1 MLLE inh -8, Rin1-Abl PPI inh -2, bovine MsrA act -3, eLon inh 3, Tb MetRS inh -0.5, CSN inh -2, Neddylation inh inactive and FAS-TE inh -4.
Screening CCCCOC(=O)C1=C(C)N(C)C(=O)NC1c1cc2c(cc1Br)OCO2 (centres undefined) returned MsrA inh 1.1, PABP1 MLLE inh -5, Rin1-Abl PPI inh -2, bovine MsrA act -4, eLon inh 4, Tb MetRS inh -0.2, CSN inh 3, Neddylation inh inactive and FAS-TE inh 5.
Screening Cc1ccc2cc(CN(Cc3ccco3)C(=O)NC3CCCCC3)c(=O)[nH]c2c1C returned MsrA inh 1.2, PABP1 MLLE inh -6, Rin1-Abl PPI inh 7, bovine MsrA act 0, eLon inh -5, Tb MetRS inh 0.1, CSN inh 0, Neddylation inh inactive and FAS-TE inh 37.

2 entries picked at random from the list so far, as already listed:
CCN(CC)Cc1c(C(=O)N/N=C/c2ccc(OCc3ccccc3C)cc2)nnn1-c1nonc1N was read as MsrA inh -0.6, PABP1 MLLE inh -8, Rin1-Abl PPI inh -4, bovine MsrA act -1, eLon inh -7, Tb MetRS inh -0.1, CSN inh -1, Neddylation inh inactive and FAS-TE inh 25.
Screening C/C(=N/OC(=O)c1cccc(C(F)(F)F)c1)c1cnccn1 returned MsrA inh -0.3, PABP1 MLLE inh -5, Rin1-Abl PPI inh -1, bovine MsrA act -1, eLon inh -10, Tb MetRS inh -0.3, CSN inh 3, Neddylation inh inactive and FAS-TE inh -2.

Next section
Screening O=C(CSc1nnc(-c2c[nH]c3ccccc23)o1)c1ccc(-c2ccccc2)cc1 returned MsrA inh -0.1, PABP1 MLLE inh -112, Rin1-Abl PPI inh -2, bovine MsrA act -7, eLon inh -15, Tb MetRS inh -1.3, CSN inh 3, Neddylation inh inactive and FAS-TE inh 2.
`O=S(=O)(NCCN1CCOCC1)c1ccc(F)c(Cl)c1` gave MsrA inh 0.6, PABP1 MLLE inh -5, Rin1-Abl PPI inh 2, bovine MsrA act -3, eLon inh 2, Tb MetRS inh -0.1, CSN inh 3, Neddylation inh inactive and FAS-TE inh 1.
For COC(=O)CCc1nc2ccccc2nc1OC the results were MsrA inh 2.5, PABP1 MLLE inh 8, Rin1-Abl PPI inh -3, bovine MsrA act -2, eLon inh 11, Tb MetRS inh -0.3, CSN inh -9, Neddylation inh inactive and FAS-TE inh -7.
Screening COc1ccccc1-n1cc(CN2CCCC(CO)(Cc3cccc(Cl)c3)C2)cn1 (centres undefined) returned MsrA inh -0.5, PABP1 MLLE inh 13, Rin1-Abl PPI inh 0, bovine MsrA act -3, eLon inh -7, Tb MetRS inh 0.5, CSN inh 3, Neddylation inh inactive and FAS-TE inh 2.
`CC(CCc1ccco1)NC(=O)Cn1ncc2c1-c1ccccc1OC2` (centres undefined) gave MsrA inh 0.0, PABP1 MLLE inh -10, Rin1-Abl PPI inh 1, bovine MsrA act -6, eLon inh -8, Tb MetRS inh -0.7, CSN inh 1, Neddylation inh inactive and FAS-TE inh 3.
c1csc(Cn2c(-c3cccs3)nc3ccccc32)c1 was read as MsrA inh 2.1, PABP1 MLLE inh -14, Rin1-Abl PPI inh 1, bovine MsrA act -15, eLon inh -2, Tb MetRS inh -1.3, CSN inh -1, Neddylation inh inactive and FAS-TE inh 1.
For O=C(CNC1CCCCC1)Nc1cc(S(=O)(=O)N2CCOCC2)ccc1Cl the results were MsrA inh -0.3, PABP1 MLLE inh 10, Rin1-Abl PPI inh 2, bovine MsrA act -10, eLon inh 5, Tb MetRS inh -0.6, CSN inh 1, Neddylation inh inactive and FAS-TE inh -4.
For O=[N+]([O-])c1ccccc1OCCCOc1cccc2cccnc12 the results were MsrA inh 0.8, PABP1 MLLE inh -2, Rin1-Abl PPI inh -3, bovine MsrA act -1, eLon inh -13, Tb MetRS inh -0.3, CSN inh -1, Neddylation inh inactive and FAS-TE inh 9.
Screening CCOC(=O)/C=C/c1ccc2oc3ccccc3c(=O)c2c1 returned MsrA inh 0.1, PABP1 MLLE inh 2, Rin1-Abl PPI inh -3, bovine MsrA act -2, eLon inh -1, Tb MetRS inh -0.3, CSN inh -7, Neddylation inh inactive and FAS-TE inh -7.
CCOC(=O)c1nnc(-c2ccccc2)nc1Oc1ccc(Cl)cc1 was read as MsrA inh 1.0, PABP1 MLLE inh 2, Rin1-Abl PPI inh -2, bovine MsrA act -2, eLon inh 3, Tb MetRS inh -1.4, CSN inh 1, Neddylation inh inactive and FAS-TE inh 13.
`Cc1ccccc1OCCC(=O)OCC(=O)NCCc1ccccc1` gave MsrA inh 0.7, PABP1 MLLE inh -6, Rin1-Abl PPI inh 4, bovine MsrA act -3, eLon inh -17, Tb MetRS inh -0.3, CSN inh -2, Neddylation inh inactive and FAS-TE inh -1.
`O=C(C(=O)N1CCC(Cc2ccccc2)CC1)c1ccccc1Br` gave MsrA inh 0.4, Tb MetRS inh 0.2, CSN inh -4 and Neddylation inh inactive.
For C/C(CCc1ccc2c(c1)OCO2)=N\N=C1\NC(=O)CC(C(=O)Nc2ccccc2F)S1 (centres undefined) the results were MsrA inh 1.4, PABP1 MLLE inh -93, Rin1-Abl PPI inh 1, bovine MsrA act -6, eLon inh -3, Tb MetRS inh -1.6, CSN inh -5, Neddylation inh inactive and FAS-TE inh 1.
`Cc1cc(C(F)(F)F)nn1CC(=O)NCc1ccccc1` gave MsrA inh -0.3, PABP1 MLLE inh 11, Rin1-Abl PPI inh 1, bovine MsrA act 1, eLon inh -2, Tb MetRS inh -0.3, CSN inh 3, Neddylation inh inactive and FAS-TE inh -7.
COc1ccc(/C=C\C(=O)NCc2ccc3c(c2)cc(C)n3C)cc1OC was read as MsrA inh 1.3, PABP1 MLLE inh 31, Rin1-Abl PPI inh -17, bovine MsrA act -3, eLon inh 25*, Tb MetRS inh 0.1, CSN inh -5, Neddylation inh inactive and FAS-TE inh -4.

From PubChem
